# FBPA Giardia inh: inhibitors of Giardia lamblia fructose-1,6-bisphosphate aldolase; AID 2451; 290,000 compounds, 0.71% hits; Potency, µM (series often up to 59.6 µM), without a hit: top-dose activity, negative = inhibition, most hits filed as inhibitors; purified Giardia FBPA; also: potency is read from the fitted curve at half-maximal effect; % is scaled to controls: 0 for no effect and ±100 for the full control effect; nearly all actives have a fitted effect of over 55% in size
# Target sequence (A8B2U2 whole entry, looked up): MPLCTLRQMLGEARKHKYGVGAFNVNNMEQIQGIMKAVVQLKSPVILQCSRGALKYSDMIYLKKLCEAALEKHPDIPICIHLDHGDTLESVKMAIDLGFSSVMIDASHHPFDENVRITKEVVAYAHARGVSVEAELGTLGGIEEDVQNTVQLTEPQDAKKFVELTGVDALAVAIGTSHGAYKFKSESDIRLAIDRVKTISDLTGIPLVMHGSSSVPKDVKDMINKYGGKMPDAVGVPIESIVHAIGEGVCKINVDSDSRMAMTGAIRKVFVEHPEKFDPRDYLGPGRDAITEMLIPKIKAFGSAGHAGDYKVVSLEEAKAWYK
#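 40 nM FBPA preincubated 10 min at RT with compound (up to 57.5 uM final), then substrate plus GAPDH/TPI/NAD/arsenate coupling and diaphorase/resazurin added. Fluorescence read after 20 min at RT, 525/598 nm.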
# Sm TGR inh: blocks Schistosoma mansoni thioredoxin glutathione reductase. Q962Y6. Potency, µM (series often up to 114 µM), inactives show at the highest dose activity change, negative = inhibition, most hits filed as inhibitors. 360,000 compounds, 3% hits. purified TGR, DTNB reduction, TNB absorbance 405 nm; also: potency is read from the fitted curve at half-maximal effect; % is scaled to controls: 0 for no effect and ±100 for the full control effect; nearly all actives have a fitted effect of over 60% in size
#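 Kinetic colorimetric format: TGR-catalysed, NADPH-driven DTNB reduction monitored via TNB absorbance. Enzyme dispensed at 20 nM; compound exposure 15 min at room temperature before reaction start.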
# Shiga toxin inh: Shiga toxin inhibition; inhibition, % at 38.7 µM; 290,000 compounds, 9.2% hits; AID 2315; Vero cells, Shiga toxin protein synthesis inhibition reporter; in the data active = inhibition mostly above about 28%, no sharp cut-off; inactive = mostly below about 43%; also: 0% is about no effect
# CHX counter: counter-screen hit for Shiga toxin inhibitors, cycloheximide | max response, % | cell reporter, cycloheximide protein synthesis inhibition counterscreen | AID 2314 | 300,000 compounds, 12% hits; in the data active = max response mostly above about 13%, no sharp cut-off; inactive = mostly below about 14%; also: read at 38.3 µM for the half of the compounds with a filed dose; 0% is about no effect
# Pf growth 96h: P. falciparum growth inhibition at 96 hours | P. falciparum luciferase reporter growth, 96 h | Potency, µM (doses to about 28.7 µM), without a hit: top-dose activity change, negative = inhibition, actives largely listed as inhibitors | 320,000 compounds, 6.9% hits | AID 504834; also: potency is read from the fitted curve at half-maximal effect; % is scaled to controls: 0 for no effect and ±100 for the full control effect
#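 Plates of compound plus infected erythrocytes (2% hematocrit, 0.05% parasitemia final) incubate 96 hours, 37 C, 5% CO2. Detection reagent added; reduced luminescence from the parasites' luciferase reporter flags inhibition.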
# Pf growth 48h: inhibits P. falciparum growth in the first generation, 48 h; P. falciparum luciferase growth in erythrocytes, 48 h; Potency, µM (titrated, usually from 28.7 µM), inactives show top-dose activity change, negative = inhibition, usual class: inhibitors; 310,000 compounds, 5.9% hits; AID 504832; also: potency is read from the fitted curve at half-maximal effect; % is scaled to controls: 0 for no effect and ±100 for the full control effect
#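 Luciferase-expressing P. falciparum in infected erythrocytes (2% hematocrit, 0.1% parasitemia final) in RPMI 1640/0.5% Albumax were exposed to compound for 48 hours at 37 C, 5% CO2; growth read as luminescence.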
# Starred values were filed as active, the others as inactive; ? = inconclusive; . = no result given; [ ] = remark or other dose. Unless noted, calls follow the shape of the dose curve; as a rule, active = well fitted curve in the direction sought with a large enough effect; inconclusive = small, poorly fitted or top-dose-only effect, or another doubt; inactive = no such curve, though single readings can be large; an effect the other way counts as inactive or inconclusive.
1) CCC(=O)c1c(O)cc(O)cc1O
2) Cc1ccc(OCc2cc(C(=O)NC3CCc4ccccc43)no2)cn1 (stereo unspecified)
3) C=CCNC(=O)/C(=C\c1ccc2c(c1)OCO2)NC(=O)c1ccc(Br)cc1
4) Cc1ccc(N=Nc2c(O)ccc3n[nH]nc23)cc1
5) O=C(N1CCOCC1)C12CCC3CC(CC(C3)C1)C2
6) N#Cc1nc(-c2cccs2)oc1NCC1CCCO1 (stereo unspecified)
7) CCOc1ccc(Oc2nc(Nc3ccc(C)cc3)nc(N(C)C)n2)nn1
8) COCCNC(=O)CSc1nc2cc3c(cc2c(=O)n1Cc1ccco1)OCO3

entry no.,1,2,3,4,5,6,7,8
FBPA Giardia inh,0.6%,.,5.0%,15.8µM*,5.2%,-0.2%,-6.3%,-10.1%
Sm TGR inh,.,0.6%,-26.4%,31.6µM*,0.0%,2.9%,5.8%,1.6%
Shiga toxin inh,.,20.8,-16.8,103.4*,33.5,11.2,-3.0,-25.0
CHX counter,.,16.1,-1.8,41.6*,-4.4,9.3*,5.3,-2.2
Pf growth 96h,?,?,?,37.3%[activator],.,3.1%,.,22.6%
Pf growth 48h,-17.9%,-2.9%,29.1%,90.4%[activator],1.9%,1.4%,2.7%,15.0%

9) Cc1cc(NC(=O)CCSc2nc(-c3ccco3)cc(C(F)(F)F)n2)no1
10) COC(=O)c1sc(NC(=O)CSc2n[nH]c(N)n2)c(C(=O)OC)c1C
11) COc1ccc(C)cc1N(CC(=O)N/N=C/c1ccccc1C(=O)O)S(=O)(=O)c1ccccc1
12) COc1ccc(CNc2n[nH]c(NCc3ccc(OC)c(OC)c3)n2)cc1OC
13) COc1ccc2nc(C)c3c(c2c1)OC(C)C3 (stereo unspecified)
14) Cn1c2ccccc2c2cnn(CC(=O)N3CCCCC3)c(=O)c21
15) COc1cccc(/C=N/Nc2ccc([N+](=O)[O-])cc2)c1O
16) C=CCn1c(-c2ccoc2)n[nH]c1=S

entry no.,9,10,11,12,13,14,15,16
FBPA Giardia inh,3.0%,0.4%,14.6%,-1.8%,-2.4%,-3.0%,-5.2%,2.51µM*
Sm TGR inh,-7.5%,1.3%,7.3%,2.9%,-1.0%,10.2%,4.3%,-25.8%
Shiga toxin inh,-23.5,-22.4,-7.0,6.6,15.2,29.9,76.4*,-18.3
CHX counter,-2.8,11.5,4.6,4.8,-3.0,17.3*,32.9*,-4.6
Pf growth 96h,.,-1.5%,?,-3.0%,2.7%,28.2%,5.0%,45.1%[activator]
Pf growth 48h,-23.7%,-13.9%,?,?,30.3%[activator],14.9%,33.6%[activator],17.0%

17) O=[N+]([O-])c1cccc(-c2n[nH]c(=S)n2Cc2ccccc2)c1
18) NNC(=O)CCN(Cc1ccco1)S(=O)(=O)c1ccc(Cl)cc1
19) Cc1nccn1CCc1n[nH]c(=S)n1Cc1ccccc1
20) Cc1cccc(-c2nc(CS(=O)CC(=O)NC3CCCCC3)c(C)o2)c1 (stereo unspecified)
21) COc1ccc(NS(=O)(=O)c2ccc(NC(=O)c3ccccc3Br)cc2)nn1
22) COC(=O)C1=C(C(=O)c2ccc(C)cc2)C(c2ccc(OC)c(OC)c2)n2nnnc2N1 (stereo unspecified)
23) OCCCNC(=S)Nc1ccc2nc(-c3ccccn3)c(-c3ccccn3)nc2c1
24) O=S(=O)(c1cnc(Cl)c(Cl)c1)N1CCc2ccccc21

entry no.,17,18,19,20,21,22,23,24
FBPA Giardia inh,11.5%,7.3%,3.1%,9.2%,-4.7%,1.5%,?,-17.8%
Sm TGR inh,-10.4%,-2.6%,-4.3%,56.2µM*,-1.2%,0.0%,-31.0%,3.98µM*
Shiga toxin inh,-15.7,10.7,3.1,-3.7,-6.9,-19.1,-3.3,-3.3
CHX counter,-2.6,4.6,-3.1,-4.4,-0.4,-6.8,1.2,-1.2
Pf growth 96h,?,?,20.3%,?,?,34.4%[activator],149.9%[activator],?
Pf growth 48h,55.0%[activator],?,-5.7%,25.0%,32.0%[activator],.,3.8%,22.6%

# Single entries from the list:
# Pf growth 48h result of O=S(=O)(c1cnc(Cl)c(Cl)c1)N1CCc2ccccc21 : 22.6%
# Sm TGR inh result of OCCCNC(=S)Nc1ccc2nc(-c3ccccn3)c(-c3ccccn3)nc2c1 : -31.0%

# (listing goes on)
25) O=C(CSc1ccc2c(c1)OCCO2)Nc1cccc(S(=O)(=O)N2CCCCC2)c1
26) O=C(O)c1nn(CCOc2c(Cl)cccc2Cl)c(=O)c2ccccc12
27) Cc1cc(N)n2ncc(-c3ccccc3)c2n1
28) O=S(=O)(NC1CCCCC1N1CCC(O)CC1)c1ccc(Cl)cc1 (stereo unspecified)
29) CCOC(=O)C1(Cc2cccc(OC)c2)CCN(Cc2ccc(OC)c(O)c2)CC1
30) O=C1CSC(=S)N1/N=C/c1cccc(C(F)(F)F)c1
31) COc1ccc(COC(=O)c2ccc(N3CCCC3=O)cc2)cc1F
32) CN(C)c1ccc(CNc2ccc3c(c2)ncn3C)cc1

entry no.,25,26,27,28,29,30,31,32
FBPA Giardia inh,8.3%,8.7%,-0.1%,7.1%,-1.9%,-10.4%,0.6%,-16.6%
Sm TGR inh,-2.8%,1.6%,-21.5%,11.3%,-1.5%[57.1 µM],-17.2%,6.6%,35.5µM*
Shiga toxin inh,-16.2,9.8,71.9*,-13.2,-5.7,12.6,83.8,17.9
CHX counter,-3.4,9.1,58.1*,-0.6,-4.9,3.8,4.7,19.6*
Pf growth 96h,?,39.1%[activator],35.3%[activator],23.1%,?,-24.1%,-25.4%,53.2%[activator]
Pf growth 48h,10.6%,-2.1%,.,19.7%,?,?,0.0%,.

33) Brc1ccc2nc(-c3cccs3)c(NCC3CCCO3)n2c1 (stereo unspecified)
34) CCC(C(=O)NN1C(=O)c2ccccc2C1=O)c1ccccc1 (stereo unspecified)
35) Fc1ccc(Br)cc1C1C=C(c2ccc(Br)s2)Nc2ncnn21 (stereo unspecified)
36) O=C(COc1ccc(Cl)cc1)N(c1ccc(Cl)cc1)C1CN2CCC1CC2 (stereo unspecified)
37) CCCOc1ccc(CNC(=S)N/N=C/c2ccc([N+](=O)[O-])cc2)cc1
38) Cc1cc(C)nc(NC(=O)CSc2ncccn2)n1
39) CCc1nnc(NC(=O)C2CC(=O)N(Cc3ccco3)C2)s1 (stereo unspecified)
40) CC(=O)c1cccc(NC(=O)N2CCC(NC(=O)c3ccco3)CC2)c1

entry no.,33,34,35,36,37,38,39,40
FBPA Giardia inh,?,1.7%,12.7%,0.1%,1.3%,-0.5%,10.3%,2.3%
Sm TGR inh,-25.7%,2.4%,1.26µM*,-3.6%,1.4%,18.4%,-2.9%,?
Shiga toxin inh,55.9*,25.3,-1.4,-13.3,15.8,50.7,-4.5,-12.9
CHX counter,31.7*,4.5,8.1,-3.1,12.6,-4.1,0.8,0.6
Pf growth 96h,42.0%[activator],-0.9%,131.1%[activator],?,.,?,5.1%,11.1%
Pf growth 48h,-8.6%,24.8%,-6.6%,0.0%,?,19.1%,5.7%,5.8%

# Compounds above that contain an aryl thioether with sulfur outside any ring, in the order listed:
8) COCCNC(=O)CSc1nc2cc3c(cc2c(=O)n1Cc1ccco1)OCO3
9) Cc1cc(NC(=O)CCSc2nc(-c3ccco3)cc(C(F)(F)F)n2)no1
10) COC(=O)c1sc(NC(=O)CSc2n[nH]c(N)n2)c(C(=O)OC)c1C
25) O=C(CSc1ccc2c(c1)OCCO2)Nc1cccc(S(=O)(=O)N2CCCCC2)c1
38) Cc1cc(C)nc(NC(=O)CSc2ncccn2)n1

entry no.,8,9,10,25,38
FBPA Giardia inh,-10.1%,3.0%,0.4%,8.3%,-0.5%
Sm TGR inh,1.6%,-7.5%,1.3%,-2.8%,18.4%
Shiga toxin inh,-25.0,-23.5,-22.4,-16.2,50.7
CHX counter,-2.2,-2.8,11.5,-3.4,-4.1
Pf growth 96h,22.6%,.,-1.5%,?,?
Pf growth 48h,15.0%,-23.7%,-13.9%,10.6%,19.1%

# New compounds follow:
41) C(=N\Nc1nc2ccccc2s1)/c1ccccn1
42) CCn1c(SCC(=O)OC)nnc1-c1c[nH]c2ccccc12
43) COc1ccc(C(=O)Nc2ccc3ccccc3c2)cc1OC
44) O=C(NNS(=O)(=O)c1ccccc1F)c1sccc1-n1cccc1
45) Cc1ccnn1CCC(=O)N1CCCC(Nc2ccc(F)c(F)c2)C1 (stereo unspecified)
46) CSc1nc(N(C)NC(=O)c2ccc(Cl)cc2)c2ccccc2n1
47) CCN(CC)S(=O)(=O)c1ccc(Cl)c(NC(=O)c2ccc(C#N)cc2)c1
48) CCCCCC(=O)NC(NC(=S)NC1CCS(=O)(=O)C1)C(Cl)(Cl)Cl (stereo unspecified)

entry no.,41,42,43,44,45,46,47,48
FBPA Giardia inh,?,-0.6%,1.6%,-0.9%,-10.3%,-0.3%,-4.5%,3.0%
Sm TGR inh,1.6%,6.6%,26.2%,-6.1%,?,3.8%,-15.1%,-0.7%
Shiga toxin inh,-25.5,-8.5,67.9*,8.1,17.4,-10.0,-6.5,4.5
CHX counter,-5.3,-0.4,43.0*,9.1,-1.7,-2.5,-2.2,5.0
Pf growth 96h,-100.1%,9.9%,61.4%[activator],-13.9%,11.7µM*,3.7µM*,-7.3%,-6.6%
Pf growth 48h,-81.1%,11.2%,115.7%[activator],9.6%,0.0%,3.29µM*,-18.2%,-28.2%

49) O=C(Nc1ccc(F)c([N+](=O)[O-])c1)C1CC(=O)N(Cc2ccccc2)C1 (stereo unspecified)
50) O=C(Nc1nnc(SCC(=O)N2CCOCC2)s1)C1CC(=O)N(c2ccccc2)C1 (stereo unspecified)
51) COc1ccccc1CCNC(=O)Cn1c(=O)oc2ccccc21
52) CSc1cccc(NC(=O)c2ccccn2)c1
53) CCOC(=O)Cn1nnc2c(sc3nc4c(c(-c5ccc(Cl)cc5)c32)CCC4)c1=O
54) O=C(NC(=S)NCc1ccccc1)c1cccnc1
55) COC(=O)C1C(=O)c2c(n[nH]c2C)CC1(C)C (stereo unspecified)
56) c1ccc(CSc2ccc(-c3ccco3)nn2)cc1

entry no.,49,50,51,52,53,54,55,56
FBPA Giardia inh,-0.1%,-2.0%,.,0.7%,0.1%,-6.1%,0.2%,-2.6%
Sm TGR inh,3.8%,-4.8%,?,2.4%,12.6%,-6.7%,-8.2%,22.4µM*
Shiga toxin inh,-2.8,3.3,-8.8,103.2*,-2.7,1.7,-3.3,83.6
CHX counter,-3.3,-2.5,-0.6,37.5*,-1.8,8.0,-2.5,26.3*
Pf growth 96h,-12.0%,?,-23.6%,367.6%[activator],?,?,?,211.0%[activator]
Pf growth 48h,0.0%,-5.0%,6.6%,326.9%[activator],?,21.2%,-4.2%,195.0%[activator]

57) O=C1[C@@H]2C(c3cccnc3)=NO[C@@H]2C(=O)N1c1ccc(Br)cc1
58) O=C(NNC(=O)c1cnccc1C(F)(F)F)c1ccccc1
59) COc1ccccc1N1CCN(C(=O)CSc2nnc(NC(=O)C3CC3)s2)CC1
60) NS(=O)(=O)c1ccc(CCNC(=O)C(=O)c2c[nH]c3ccccc23)cc1

entry no.,57,58,59,60
FBPA Giardia inh,4.8%,-1.4%,1.3%,3.2%
Sm TGR inh,3.55µM*,9.2%,-5.4%,-11.7%
Shiga toxin inh,-10.1,-5.1,-15.1,2.6
CHX counter,0.7,-1.4,-3.6,-3.2
Pf growth 96h,27.9%,-2.1%,-28.2%,-25.7%
Pf growth 48h,4.1%,?,?,?

# High-throughput results as filed in PubChem BioAssay.
